From PubChem BioAssay
PAFAH1B2 FP inh – PAFAH1B2 enzyme inhibitors, primary screen, biochemical, fluorescence polarization, human; AID 492953, 2010; Platelet-activating factor acetylhydrolase IB subunit alpha2 (Homo sapiens), P68402; recombinant PAFAH1B2, FP-rhodamine activity probe; hit rate 1.2% among 340,000; inhibition, % at 3.39 µM;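 active = inhibition above the mean of all tested compounds plus 3 SD, cut at about 24% in these data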;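 note: 0% = enzyme with DMSO and 100% = wells lacking PAFAH1B2; many of its hits are not listed in these tables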
Target sequence (P68402 whole entry, looked up): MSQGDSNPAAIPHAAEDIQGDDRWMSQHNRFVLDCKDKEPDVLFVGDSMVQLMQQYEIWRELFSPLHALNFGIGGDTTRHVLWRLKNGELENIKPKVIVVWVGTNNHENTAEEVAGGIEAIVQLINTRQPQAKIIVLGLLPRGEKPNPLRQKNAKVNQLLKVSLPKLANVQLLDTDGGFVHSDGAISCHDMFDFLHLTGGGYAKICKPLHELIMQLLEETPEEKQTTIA
LYPLA2 counter – LYPLA2 inhibitors, primary screen, counter-screen for PME1 inhibitor project, biochemical, fluorescence polarization, FP-Rh probe ABPP; Acyl-protein thioesterase 2 (Homo sapiens), O95372; recombinant LYPLA2; inhibition, % at 5.9 µM; hit rate 0.38% among 320,000;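 active = inhibition above the screen-wide mean plus 3 SD, limit set per campaign, cut at about 26% in these data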;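 note: 0% = LYPLA2 with DMSO and 100% = wells lacking LYPLA2 enzyme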
Target sequence (O95372 whole entry, looked up): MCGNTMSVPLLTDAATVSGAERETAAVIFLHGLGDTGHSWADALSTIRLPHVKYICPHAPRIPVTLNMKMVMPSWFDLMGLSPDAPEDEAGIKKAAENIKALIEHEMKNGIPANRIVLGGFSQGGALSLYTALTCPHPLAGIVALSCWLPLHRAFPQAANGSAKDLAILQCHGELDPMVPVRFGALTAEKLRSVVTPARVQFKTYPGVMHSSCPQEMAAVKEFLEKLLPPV
GSTO1 inh – inhibitors of recombinant GSTO1, primary screen, counter-screen for RBBP9 inhibitor project, biochemical, fluorescence polarization; Glutathione S-transferase omega-1 (Homo sapiens), P78417; activity-based probe fluorescence polarization; inhibition, % at 5.96 µM; hit rate 1.1% among 300,000;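 active = inhibition above the campaign mean inhibition plus 3 SD, cut at about 35% in these data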;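 note: 0% = GSTO1-1 with DMSO and 100% = wells lacking GSTO1-1 enzyme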
PAFAH1B3 inh – PAFAH1B3 enzyme inhibitors, primary screen, biochemical, fluorescence polarization, human | recombinant PAFAH1B3, FP-rhodamine probe | hit rate 0.28% among 340,000 | inhibition, % at 3.39 µM | Platelet-activating factor acetylhydrolase IB subunit alpha1 (Homo sapiens), Q15102;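 active = inhibition above the screen-wide average of all tested compounds plus 3 SD, cut at about 25% in these data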;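 note: 0% = enzyme with DMSO only and 100% = wells lacking PAFAH1B3 protein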
LYPLA1 counter – LYPLA1 inhibitors, primary screen, counter-screen for PME1 inhibitor project, biochemical, fluorescence polarization, FP-Rh probe ABPP; Acyl-protein thioesterase 1 (Homo sapiens), O75608; recombinant LYPLA1; inhibition, % at 5.9 µM; hit rate 0.16% among 320,000; AID 2174, 2009;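 active = inhibition above the mean of all tested compounds plus 3 SD, set per campaign, cut at about 14% in these data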;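 note: inhibitors block serine hydrolase probe labeling of LYPLA1 so polarization falls; 0% = enzyme with DMSO and 100% = wells lacking LYPLA1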
pPAFAH inh – pPAFAH enzyme inhibitors, primary screen, biochemical, fluorescence polarization, human | Platelet-activating factor acetylhydrolase (Homo sapiens), Q13093 | recombinant pPAFAH, FP-rhodamine probe fluorescence polarization | inhibition, % at 3.39 µM | hit rate 1.5% among 330,000 | AID 463082, 2010;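 active = inhibition above the mean inhibition across the screen plus 3 SD, cut at about 25% in these data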;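 note: inhibitors block binding of the rhodamine activity-based probe so polarization drops; 0% = enzyme with DMSO and 100% = wells lacking pPAFAH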
PAFAH2 FP inh – PAFAH2 enzyme inhibitors, primary screen, biochemical, fluorescence polarization, human. AID 492956, 2010. hit rate 0.99% among 340,000. Platelet-activating factor acetylhydrolase 2, cytoplasmic (Homo sapiens), Q99487. recombinant PAFAH2, FP-rhodamine activity probe. inhibition, % at 3.39 µM;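 active = inhibition above the mean over all tested compounds plus 3 SD, cut at about 30% in these data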;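 note: inhibitors block probe labeling of enzyme so polarization drops; 0% = enzyme with DMSO and 100% = wells lacking PAFAH2 protein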
PAD4 inh – human PAD4 inhibitors, primary screen, biochemical, fluorescence polarization, 1536-well format; Protein-arginine deiminase type-4 (Homo sapiens), Q9UM07; recombinant PAD4, RCA probe fluorescence polarization; inhibition, % at 6.36 µM; hit rate 0.41% among 330,000;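 active = percent inhibition above a cutoff equal to the mean of all tested compounds plus 3 SD, cut at about 15% in these data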;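 note: 0% = PAD4 with RCA probe and DMSO and 100% = probe without PAD4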
PME-1 inh – PME-1 inhibitors via competitive probe labeling, primary screen, biochemical, fluorescence polarization, FP-Rh probe, HTS; Protein phosphatase methylesterase 1 (Homo sapiens), Q9Y570; recombinant PME-1; inhibition, % at 5.9 µM; hit rate 0.53% among 320,000;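 active = inhibition above the campaign mean of all compounds plus 3 SD, cut at about 26% in these data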;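 note: competitive labeling of PME-1 active site by serine hydrolase directed probe; 0% = PME-1 with DMSO and 100% = wells lacking PME-1 enzyme; inhibitors block probe labeling so polarization falls and inhibition rises; many of its hits are not listed in these tables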
Target sequence (Q9Y570 whole entry, looked up): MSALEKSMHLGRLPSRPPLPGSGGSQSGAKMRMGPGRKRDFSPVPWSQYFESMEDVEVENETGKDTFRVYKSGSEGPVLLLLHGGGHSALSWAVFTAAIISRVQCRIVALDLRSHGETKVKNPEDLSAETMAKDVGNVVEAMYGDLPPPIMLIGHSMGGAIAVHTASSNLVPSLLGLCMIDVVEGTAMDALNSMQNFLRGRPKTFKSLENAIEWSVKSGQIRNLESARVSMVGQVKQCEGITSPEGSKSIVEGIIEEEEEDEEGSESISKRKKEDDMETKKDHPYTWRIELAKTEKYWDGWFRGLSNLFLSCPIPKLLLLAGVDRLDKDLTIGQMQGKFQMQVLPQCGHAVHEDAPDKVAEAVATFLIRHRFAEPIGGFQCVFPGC
An asterisk follows results filed as active; nt = no result given.

Under each structure – PAD4 inh, LYPLA1 counter, GSTO1 inh, pPAFAH inh, PME-1 inh, LYPLA2 counter, PAFAH1B3 inh, PAFAH2 FP inh, PAFAH1B2 FP inh
CCOC(=O)CSc1n[nH]c(NC(C)=O)n1
  4, 6, 1, 0, 3, -1, -4, 0, 2
O=C(O)c1sccc1Oc1ccc(NS(=O)(=O)c2ccccc2)cc1
  1, 2, 28, 12, 4, -2, 3, 7, 6
O=S(=O)(Nc1ccc(Br)cc1)c1cccc2cccnc12
  5, -1, -2, 9, 4, 6, -2, -7, 7
CCCNC(=O)c1cc(C)no1
  -4, -1, -2, -8, -1, -7, 7, 5, 2
O=C(NN1C(=O)/C(=C/c2cccs2)SC1=S)c1ccccc1
  -5, -1, 6, 4, -4, 2, 11, 12, 4
CCCCCCC1C(C#N)=C(N)OC2=C1C(=O)CCC2 (stereo not given)
  1, 0, 4, 7, -1, -1, 4, 9, 3
O=S(=O)(CCSc1ccccn1)c1nc2ccccc2s1
  6, 1, 9, 0, -9, 8, -10, -9, 6
CN(C)c1nn(C(=O)Nc2ccc(Cl)cc2Cl)cc1-c1ccccc1
  0, -2, 3, 10, -2, 2, 0, 3, -1
CCCc1cc(=O)[nH]c(SCc2ccc(F)cc2)n1
  -1, 0, 12, 31*, -7, -1, 6, 2, 11
CCOc1ccc(N(C(C)C(=O)NC2CCCCCC2)S(C)(=O)=O)cc1 (stereo not given)
  -5, 2, -2, 0, 1, 2, 2, 5, -1

The list goes on.
Under each structure – PAD4 inh, LYPLA1 counter, GSTO1 inh, pPAFAH inh, PME-1 inh, LYPLA2 counter, PAFAH1B3 inh, PAFAH2 FP inh, PAFAH1B2 FP inh
C=CCN1CCN(C(=O)c2ccc(-c3ccccc3)cc2)CC1
  0, 2, 1, 6, 3, 3, 5, 0, -2
NS(=O)(=O)c1cccc(NC(=O)CSc2n[nH]c(-c3cccs3)n2)c1
  1, 0, nt, 3, 7, -3, 0, -1, 1
Cc1c(Cl)cccc1NC(=O)COC(=O)CN1C(=O)NC(C)(C)C1=O
  1, 1, 5, 2, 6, 4, 2, 1, 10
CC(=O)Nc1ccc(NC(=O)c2ccc([N+](=O)[O-])cc2Cl)cc1
  -2, -1, -2, -2, 0, -6, 3, -4, -1
Cc1ccc(C)c(Oc2coc3cc(O)ccc3c2=O)c1
  0, 0, -3, 6, 7, 1, 8, -8, 1
COc1ccc(NC(=S)N(CCC(C)C)C2CCN(C(C)=O)CC2)cc1
  2, -1, 7, 0, -3, 5, -1, 3, -4
Cc1nnc(SCCC(=O)Nc2nc(-c3ccccc3)ns2)s1
  -10, -8, -13, -5, -15, -5, 1, -6, 1
CCN(Cc1nc2ccccc2c(=O)[nH]1)C(=O)c1cc2c(s1)CCCCC2
  -4, -4, nt, -3, -1, -3, 2, 2, -1
Cc1ccc(C)c(N2CCN(C(=O)C3CCCN(S(=O)(=O)c4cnc[nH]4)C3)CC2)c1 (stereo not given)
  0, 0, -4, 6, -12, 1, 1, 0, -4
Cc1ccc(C(C(=O)NC2CCCC2)N(C(=O)Cc2cccs2)c2cccc(C)c2C)o1 (stereo not given)
  -2, -1, -1, 2, 3, 8, 7, 0, 1

Next part.
Under each structure – PAD4 inh, LYPLA1 counter, GSTO1 inh, pPAFAH inh, PME-1 inh, LYPLA2 counter, PAFAH1B3 inh, PAFAH2 FP inh, PAFAH1B2 FP inh
O=C(/C=C/c1ccccc1)N/C(=C/c1ccccc1)C(=O)N1CCOCC1
  -1, 4, -5, 0, -1, 1, 5, -6, 4
CC(=O)c1ccc(NC(=O)C2CCN(S(=O)(=O)c3cccc4nonc34)CC2)cc1
  -1, 1, -2, 12, 3, 0, 3, -1, 2
CC(C)c1cc(C(=O)O)c2cnn(C(C)C)c2n1
  3, 1, 4, -2, 5, 8, 7, 3, -1
Cc1ccc(NC(=S)Nc2nc(CC(=O)Nc3ccccc3)cs2)cc1
  -3, -18, -8, -6, -21, -29, -14, -17, 0
O=C(CCC(=O)N1CCN(c2cccc(Cl)c2)CC1)N1CCN(c2ccccc2)CC1
  5, -2, 2, 3, -5, -1, -1, 5, 4
COc1ccc(CN2CC(C(=O)NCC3CCCO3)CC2=O)cc1 (stereo not given)
  -1, 1, 5, 1, 2, 9, 4, 4, 0
Cc1c(Br)c(-c2n[nH]c(=S)n2Cc2ccco2)nn1C
  -3, -1, -1, 1, 2, -2, 7, 6, -1
O=C(CCC(=O)N1CCN(c2ccccc2)CC1)Nc1nnc(C2CCCCC2)s1
  -3, 0, 4, 2, -2, 4, -2, -4, 2
CS(=O)(=O)Nc1ccc(C(=O)NCCSCc2ccccc2)cc1
  3, -1, 6, 3, 8, 3, -4, 4, 8
COC(=O)C1=C(C)NC2=C(C(=O)CC(c3cccs3)C2)C1c1ccsc1 (stereo not given)
  -2, 5, -3, -3, 13, 7, 12, 9, 5

Following part
Under each structure – PAD4 inh, LYPLA1 counter, GSTO1 inh, pPAFAH inh, PME-1 inh, LYPLA2 counter, PAFAH1B3 inh, PAFAH2 FP inh, PAFAH1B2 FP inh
COc1ccc(C(=O)NCc2ccco2)cc1S(=O)(=O)N1CCOCC1
  -4, -1, 6, 6, 1, 2, 9, 6, 1
O=C1C2=C(c3ccccc31)[N+](=O)C1CCCCC1N2[O-] (stereo not given)
  -7, -5, 28, 2, 2, 1, 3, 17, 0
CCCC(=O)Nc1ccc(C(=O)NCCc2ccc(F)cc2)cc1
  -6, -2, -1, -3, 5, 4, 0, -7, -2
COc1ccc([N+](=O)[O-])cc1NS(=O)(=O)c1cc(C(=O)NCc2cccnc2)ccc1Cl
  3, 4, nt, 0, -2, 4, 15, 7, 12
CC1CCCCN1Cc1ccc(-c2nnn(CC(=O)NC3CCCCC3)n2)cc1 (stereo not given)
  2, -4, 12, -1, -6, -3, -4, 10, 5
CCOC(=O)c1ccc(NC(=O)CCn2c(=O)oc3ccccc32)cc1
  -3, 2, 1, 11, 0, 1, 10, 8, 1
CCN1CCCc2cc(CN(CCN3CCOCC3)C(=S)Nc3ccccc3C)ccc21
  -4, -1, 2, 4, 3, -1, 6, 8, 8
CCn1c(=O)cc(SCC(=O)Nc2ccc(OC)c(OC)c2)c2ccccc21
  -1, -4, 0, 3, -5, -5, 2, -8, 3
O=C(OCc1ccc([N+](=O)[O-])cc1)C1CC(=O)N(Cc2ccccc2Cl)C1 (stereo not given)
  -1, 1, 3, 4, 7, 10, 4, 3, 12
COc1ccccc1NC(=O)NNC(=O)CCc1ccccc1
  -2, -2, 1, 1, -3, 0, 7, -8, -1

(further entries)
Under each structure – PAD4 inh, LYPLA1 counter, GSTO1 inh, pPAFAH inh, PME-1 inh, LYPLA2 counter, PAFAH1B3 inh, PAFAH2 FP inh, PAFAH1B2 FP inh
O=C(C[C@H]1C[C@H](C(=O)N2CCOCC2)[C@@]2(CCC3CCCC3)c3[nH]c4ccc(Cl)cc4c3CCN2C1=O)NCc1ccco1
  4, nt, nt, -2, nt, nt, 2, -3, 0
O=C(N1CCCCC1)N1CCN(C(=O)N(c2ccccc2)c2ccccc2)CC1
  -3, 2, -1, 3, 1, -1, -2, -2, 6
COc1cccc(-c2nnc(SCC(N)=O)n2-c2ccc(Cl)cc2)c1
  -3, 3, 5, -5, -6, -2, 1, -3, -2
Cc1ccc(N=C2NC(=O)c3cccc([N+](=O)[O-])c32)cc1
  -1, -2, -4, 3, 4, 2, -2, 1, 3
Cc1cccc(C(=O)NCC(=O)Nc2ccncc2)c1
  -3, 2, 18, 4, 1, 12, -2, -2, 3
COc1ccc(NC2CCCCC2NS(=O)(=O)c2ccc(C)cc2)cc1 (stereo not given)
  0, 2, 11, 4, 3, 4, 4, 2, 4
COC(=O)C1=C(C)NC(=O)CC1c1cc(Br)ccc1F (stereo not given)
  2, -3, -12, -8, -1, -2, -1, -3, 7
COc1ccccc1CNC(=O)CCNS(=O)(=O)c1ccc2c(c1)CC(C)N2C(C)=O (stereo not given)
  -2, 2, 4, 2, 10, 5, 7, -5, 3
CC(C)CN(C(=O)CN(C)C(=O)Cc1ccccc1Cl)c1c(N)n(CC(C)C)c(=O)[nH]c1=O
  -4, 0, -2, 5, 1, 4, -1, 1, -1
COc1ccc2nc(C)cc(C(=O)O)c2c1
  -3, 4, 7, 2, -7, 7, 3, 3, 4

Other records follow:
Under each structure – PAD4 inh, LYPLA1 counter, GSTO1 inh, pPAFAH inh, PME-1 inh, LYPLA2 counter, PAFAH1B3 inh, PAFAH2 FP inh, PAFAH1B2 FP inh
COc1n[nH]c2nncnc12
  5, 2, 7, -1, -2, -2, 3, 5, 1
Cc1ccc(C(=O)NCCc2ccccc2)cc1S(=O)(=O)N1CCOCC1
  -6, -1, nt, 0, -1, 1, 3, 0, 6
NS(=O)(=O)c1ccc(CCNC(=O)CN2CCN(Cc3cccc(C(F)(F)F)c3)CC2)cc1
  -3, 2, -2, 5, 6, -4, 0, 2, 7
CCOC(=O)C1CCCN(C(=O)c2ccc3c(=O)n(Cc4ccccc4OC)c(=S)[nH]c3c2)C1 (stereo not given)
  0, 0, -1, 4, 8, -2, 2, 5, 2
O=C(Nc1nc2ccccc2[nH]1)Nc1ccccc1F
  -3, 0, -2, 2, -97, 2, -2, -5, 7
Cc1cc(C)cc(-c2nnc(SCc3ccc(C(=O)O)cc3)o2)c1
  -9, 7, 4, 2, 2, 7, -2, -2, 5
COc1ccc(/C=N/NC(=O)c2ccc3c(c2)OCO3)c(C(=O)O)c1OC
  -4, 3, 1, -5, 4, 3, 8, 1, 1
Cc1cc(NC(=O)CCN2C(=O)C3C4CCC(C4)C3C2=O)cc(C)c1Br (stereo not given)
  4, -2, -4, 20, 2, 0, 3, 2, 7
CC(CN1CCCCC1)OC(=O)COc1ccc(Cl)cc1 (stereo not given)
  -6, -4, 6, -5, 4, 0, 6, 1, 1
Cc1cc(C)c(S(=O)(=O)NCc2cn3ccccc3n2)c(C)c1
  -1, 1, 39*, 3, 8, 0, -3, 2, 4
COc1ccc(/C=C\C(=O)NCC(=O)N/N=C/c2ccc(O)cc2O)cc1
  -10, -1, 1, 5, -4, 1, -5, -10, -1
C=CCNC(=O)CSc1nnc(C(CC)N(C)C)n1C1CCCCC1 (stereo not given)
  -1, 4, -3, 10, 0, 3, 0, -2, 7

The list is partial, so the mix of outcomes need not match the whole.
